EBI2 antag: blocks human EBI2 receptor beta-arrestin signaling; P32249; EBI2 beta-arrestin recruitment, luminescence, 7a,25-OHC stimulated; inhibition, % at 5 µM; hit rate 0.81% among 360,000; AID 651636; in the data active = inhibition above about 38%;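 note: enzyme fragment complementation signal reports receptor beta-arrestin coupling in cells; 0% = agonist plus DMSO wells and 100% = wells without agonist; some results beyond the cut were filed as inactive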
MPTP block: inhibitors of mitochondrial permeability transition pore | isolated mouse mitochondria, Ca2+ swelling absorbance, 30 min | inhibition, % at 10 µM | hit rate 1.4% among 360,000 | AID 602449;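 active = inhibition of 50% or more, scaled per plate between neutral and stimulator controls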;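 note: 0% = DMSO wells given calcium and 100% = 1 mM EGTA wells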
CXCR6 block: inhibitors of human CXCR6 receptor. CHO-K1 PathHunter CXCR6 beta-arrestin, luminescence. inhibition, % at 20 µM. hit rate 0.36% among 360,000. AID 602244; in the data active = inhibition above about 34%, passing the limit was not always enough;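 note: antagonist mode with CXCL16 agonist at 10 nM final; 0% = 10 nM CXCL16 with DMSO and 100% = unstimulated wells without agonist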
Target sequence (O00574 whole entry, looked up): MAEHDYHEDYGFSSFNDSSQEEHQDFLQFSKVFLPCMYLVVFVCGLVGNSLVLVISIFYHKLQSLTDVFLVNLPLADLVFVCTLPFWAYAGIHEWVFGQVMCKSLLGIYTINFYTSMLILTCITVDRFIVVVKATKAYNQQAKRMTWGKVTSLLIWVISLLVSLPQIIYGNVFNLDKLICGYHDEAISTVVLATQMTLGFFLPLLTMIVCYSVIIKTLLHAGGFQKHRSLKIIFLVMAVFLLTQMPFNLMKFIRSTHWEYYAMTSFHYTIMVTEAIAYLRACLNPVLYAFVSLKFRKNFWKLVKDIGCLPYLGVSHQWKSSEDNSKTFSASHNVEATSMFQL
Gli-Sufu antag: Gli-Sufu pathway antagonism. Sufu-KO-LIGHT fibroblasts, Gli luciferase reporter luminescence. inhibition, % at 5 µM. hit rate 0.74% among 340,000. AID 588413;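 active = inhibition above about 55%, limit read from the data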;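 note: 0% = DMSO-treated cells and 100% = wells with medium but no cells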
APOBEC3G inh: inhibitors of human APOBEC3G DNA deaminase; Q9HC16; hit rate 0.28% among 330,000; recombinant A3G, ssDNA deamination FAM/TAMRA fluorescence; inhibition, % at 20 µM;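 active = inhibition of at least 40% at 20 µM, with no more than 30% in the related APOBEC3A deaminase screen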;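 note: plate controls were DMSO wells with A3G for no effect and wells lacking A3G enzyme for full effect; some compounds called inactive have numbers as strong as hits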
CCR6 antag: antagonists of human CCR6 receptor | P51684 | CHO-K1 CCR6 PathHunter beta-arrestin, luminescence, CCL20-stimulated | inhibition, % at 20 µM | hit rate 0.49% among 340,000;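 active = compounds whose inhibition of the agonist-driven luminescence signal at 20 µM reaches about 50%, limit read from the data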;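 note: cells stimulated with CCL20 at 14 nM final; plate controls were DMSO with CCL20 for no effect and DMSO without agonist for full effect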
Target sequence (P51684 whole entry, looked up): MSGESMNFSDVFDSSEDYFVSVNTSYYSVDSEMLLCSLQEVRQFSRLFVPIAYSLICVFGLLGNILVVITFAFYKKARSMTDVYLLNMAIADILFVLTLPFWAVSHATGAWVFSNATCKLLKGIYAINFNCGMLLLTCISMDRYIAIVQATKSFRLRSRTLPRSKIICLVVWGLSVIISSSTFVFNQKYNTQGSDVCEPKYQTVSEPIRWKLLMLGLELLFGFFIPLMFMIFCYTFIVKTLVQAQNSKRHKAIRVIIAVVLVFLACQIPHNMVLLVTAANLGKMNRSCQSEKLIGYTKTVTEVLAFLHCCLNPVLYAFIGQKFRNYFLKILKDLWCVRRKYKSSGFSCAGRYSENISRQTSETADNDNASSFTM
APOBEC3A inh: inhibitors of human APOBEC3A DNA deaminase; P31941; recombinant A3A, FAM/TAMRA ssDNA deamination fluorescence; inhibition, % at 20 µM; hit rate 0.41% among 330,000;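 active = at least 40% inhibition at 20 µM here, with at most 30% in a related deaminase screen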;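 note: plate controls were A3A with DMSO for no effect and wells lacking A3A enzyme for full effect; some results filed as inactive read as strong as hits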
Target sequence (P31941 whole entry, looked up): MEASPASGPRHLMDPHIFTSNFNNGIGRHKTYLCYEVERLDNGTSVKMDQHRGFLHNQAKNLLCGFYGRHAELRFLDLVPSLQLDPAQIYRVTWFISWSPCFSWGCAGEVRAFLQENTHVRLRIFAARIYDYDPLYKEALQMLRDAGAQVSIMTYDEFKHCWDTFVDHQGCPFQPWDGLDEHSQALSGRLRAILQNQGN
GRIN3A LBD mod: modulators (binders) of human NR3A ligand-binding domain; NR3A LBD differential scanning fluorimetry, Tm shift; 0% = protein alone, 100% = glycine-bound protein; Tm shift relative to glycine control, % at 25 µM; AID 1259313; hit rate 2.5% among 340,000;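 active = melting temperature shift of at least 10% of the positive control shift, at one fixed dose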
* hit, by the source's call; x = no result given.

SMILES	EBI2 antag	MPTP block	CXCR6 block	Gli-Sufu antag	APOBEC3G inh	CCR6 antag	APOBEC3A inh	GRIN3A LBD mod
CCOc1ccc(OCC(=O)Nc2ccc(S(N)(=O)=O)cc2)cc1	-8	0.8	1	-9	-6	2	-3	-2
CC1(C(=O)O)CCC(C(=O)Nc2cccc(F)c2)C1(C)C (stereo not given)	-3	-0.5	-3	-4	-10	14	-3	0
Cc1nc(Nc2nc3ccccc3o2)nc(C)c1C	-10	0.1	10	-18	-7	15	1	-1
CCOc1ccccc1Nc1nc(-c2sc(NC(=O)c3cccc(Cl)c3)nc2C)cs1	-11	1.0	-4	-45	9	19	0	-10
C=CCc1cc(C)ccc1OCCn1ccnc1	-13	-1.5	-7	1	-6	-6	-3	3
O=C(COC(=O)Cc1cccs1)Nc1ccc(OC(F)(F)F)cc1	-1	-0.6	8	-6	-4	6	4	-3
CCOC(=O)c1cccc(NC(=O)CNS(=O)(=O)c2cccs2)c1	5	0.2	-2	-6	-3	5	1	-2
c1ccc2c(c1)[nH]c1nc3nncn3nc12	-5	-0.8	-5	4	-1	4	3	2
COc1ccc(Cl)cc1NC(=S)NN1CCOCC1	-13	-1.1	0	-1	-5	8	-5	-3
c1ccc(-c2ccc(-c3[nH]ncc3CN3CCC(N4CCSCC4)CC3)cc2)cc1	5	-2.0	9	12	-5	1	-4	4
COc1ccc(NC(=O)CCCC(=O)NCCc2ccc(OC)c(OC)c2)cc1	7	0.1	2	x	-5	17	-5	-1
O=C(NC(Cc1ccccc1)C(=O)O)/C(=C/c1cccc(Br)c1)NC(=O)c1ccco1 (stereo not given)	5	-1.2	2	16	0	8	2	0
CCN(CC)c1ccc(CNc2nc3ccccc3n2CCN2CCOCC2)cc1	15	-0.6	2	52	-8	1	-3	-1
C[C@H](NC(=O)c1[nH]cnc1C(=O)Nc1ccccc1)c1ccccc1	-26	1.7	24	-9	-10	3	-4	-5
O=C(c1oc(=O)c2ccccc2c1-c1ccccc1)N1CCN(C2CCCCC2)CC1	3	-0.5	-3	10	-5	6	0	-1
COc1ccccc1N(CC(=O)Nc1ccccc1C(=O)NC(C)C)S(C)(=O)=O	-1	-0.2	-2	10	1	5	0	2
CCOc1ccc(N=C2SC(C(=O)Nc3ccccc3C#N)C(N)=C2C(=O)Nc2ccc(Cl)cc2)cc1 (stereo not given)	-10	23	7	2	3	20	0	27*
CSc1ccccc1NC(=O)CN(C)CC(=O)Nc1ccc(N2CCOCC2)cc1	-3	-0.5	1	1	-4	8	2	3
CCOC(=O)c1c(C)[nH]c(C)c1C(=O)COC(=O)/C=C/c1ccccc1[N+](=O)[O-]	0	0.1	10	-4	-7	4	-4	-4
OCCCc1nc2ccccc2[nH]1	-8	-0.9	6	3	-7	6	-4	1
Clc1ccc(Oc2cccc(/C=N/n3cnnc3)c2)cc1	10	-1.5	-10	29	1	10	3	0
COc1ccc(Br)cc1-c1noc(-c2ccccc2)n1	12	4.7	-9	-20	-6	15	-2	-10
CN(C)CCCn1c(SCC(=O)Nc2nc(-c3cccc(Br)c3)cs2)nc2ccccc2c1=O	10	-0.3	-4	15	-3	23	1	-5
C=CCOc1ccc(CNn2c(C)n[nH]c2=S)cc1OC	-1	-3.4	5	1	21	1	-18	0
CC1(C)NC(=O)N(CC(=O)N2CCN(c3cccc(Cl)c3)CC2)C1=O	-5	-0.7	2	-3	-7	3	-3	3
CC(=C\c1ccco1)/C=C1/SC(=S)N(CC(=O)O)C1=O	-3	0.6	-1	4	36	5	77	0
O=C(NCC1CCCO1)c1ccc(S(=O)(=O)N2CCCCC2)cc1 (stereo not given)	-2	-1.7	0	1	0	8	1	-3
O=C(CN1C(=O)NC2(CCc3ccccc3C2)C1=O)Nc1ccc(Cl)cc1F (stereo not given)	-5	-9.0	10	0	4	3	2	-4
CSCCC(NC(=O)c1cncc(Br)c1)C(=O)O (stereo not given)	-5	1.3	-5	-3	-8	6	-6	2
O=C(COc1cccnc1[N+](=O)[O-])Nc1cccc(S(=O)(=O)N2CCCCC2)c1	3	-0.5	8	-3	3	26	13	-3
O=C(O)c1ccc(N/N=C/c2cc(Br)cs2)cc1	19	0.3	3	-93	-8	5	-3	-25
CCC(C(=O)O/N=C(\N)c1ccc(C)cc1)c1ccccc1 (stereo not given)	11	-1.8	-4	-9	-3	3	-3	3
COc1ccc(N2CCN(S(=O)(=O)c3ccc(C(=O)NC4CCCC4)cc3)CC2)cc1	-1	2.3	6	23	-3	7	-1	1
CC(=O)c1c(NC(=O)c2ccccc2)[nH]c(-c2ccccc2)nc1=S	13	-2.3	24	0	-9	32	-10	-1
NNC(=O)c1ccc(CN2CCCCC2)o1	0	-0.2	-1	-4	-4	5	-1	0
CC(C)Cn1c(N)c(C(=O)CSc2nc3ccccc3n2C)c(=O)n(C)c1=O	-3	2.1	1	1	-1	0	1	1
COc1ccc(-c2cc(=Nc3ccc(C(=O)O)cc3)c3cc(C)ccc3o2)cc1	17	0.3	4	-102	-9	18	3	1
Cc1cc(C)cc(NC(=O)c2sc3nc4n(c(=O)c3c2C)CCC4)c1	29	-0.2	2	-16	1	11	3	-2
CCCCNC(=S)NNC(=O)c1cccnc1	-1	0.5	0	7	-2	6	0	1
CN1CCN(NC(=S)NC(C)(C)CC(C)(C)C)CC1	3	-1.2	1	5	3	5	0	-1
CCC(C)NC(=O)N[C@@H](CCSC)C(=O)OC (stereo not given in full)	-5	-1.3	5	0	0	-10	-1	0
COc1ccc(N(C(=O)COc2ccc(C)cc2)S(=O)(=O)c2ccc(C)cc2)cc1	7	-0.6	-3	5	-7	5	-1	-1
COc1ccc(CC(=O)NCc2ccc3c(c2)cc(C)n3C)cc1	-7	-1.4	-11	-2	-4	5	-3	0
CC(=O)Nc1cccc(OCC(=O)Nc2cccc(S(=O)(=O)N3CCCC3)c2)c1	3	1.9	-8	7	-9	12	-1	-1
O=C(Nc1ccc2c(c1)OCO2)c1cnccn1	6	-0.8	3	-53	-5	17	1	0
COc1ccc(N2CCN(S(C)(=O)=O)CC2)cc1	-8	0.4	-4	2	-6	3	0	0
CCC(C(=O)NC1CCCCC1)n1c2ccccc2c2nc(=O)cc(C)n21 (stereo not given)	0	-2.5	2	-9	-7	18	-2	0
CCNC(=O)NC(=O)C(C)OC(=O)c1oc2ccccc2c1CSC1CCCCC1 (stereo not given)	44*	2.1	-3	11	2	13	1	0
Cc1cc(=O)n(CCO)c(O)c1C#N	5	-0.6	-8	-2	0	12	-6	-3
Cc1ccc(-c2nc3ccccc3c(=O)n2NC(=O)c2cccs2)cc1	-12	0.3	2	2	-3	13	2	2

Further entries follow:
SMILES	EBI2 antag	MPTP block	CXCR6 block	Gli-Sufu antag	APOBEC3G inh	CCR6 antag	APOBEC3A inh	GRIN3A LBD mod
COc1cc(/C=N/Nc2ncc(C(F)(F)F)cc2Cl)cc(OC)c1OC	-1	0.7	3	-4	-4	14	0	0
COc1cc(OC)cc(C(=O)NCC2CCCN(C(=O)c3csc(C)n3)C2)c1 (stereo not given)	-4	0.2	2	-20	-4	2	7	2
O=C1CC(c2cccc(Cl)c2)CC(O)=C1C=Nc1cccc(Cl)c1 (stereo not given)	1	-5.2	-2	-4	0	-3	1	0
CC(=O)NCc1ccc(-c2nc3ccccc3s2)cc1	6	1.0	-11	-87	-10	8	-2	-2
CCS(=O)(=O)c1ccc2oc(SCC(=O)NCCc3ccccc3)nc2c1	-1	-0.2	0	-11	-11	4	3	-2
COc1ccc2cc(C(=O)N(C)CC(=O)Nc3ccccc3Br)ccc2c1	3	4.2	0	-13	-7	15	5	1
O=c1nc2ccccc2c2n1CC(CN1CCN(c3cccc(Cl)c3)CC1)N2 (stereo not given)	0	0.1	-1	48	-1	14	-6	3
COc1cc(C(=O)NCc2ccco2)c(Br)c(OC)c1OC	-16	-1.2	-4	0	-3	15	51*	0
CCOc1ccc(OCCCN(C)C)cc1	-14	-0.7	-4	-1	-9	-11	-7	1
COc1ccccc1C(=O)OCCCN=C1NS(=O)(=O)c2ccccc21	-6	-0.2	5	2	-9	3	0	0
c1ccc(CNn2nnnc2-c2ccccc2)cc1	0	0.6	0	7	-4	0	1	2
CCOc1ccc(C(Nc2ccc(C)cc2)P2(=O)OCC(C)(C)CO2)cc1 (stereo not given)	-1	-0.5	11	-4	-1	-16	3	-1
Cc1ccc(NC(=O)c2ccccc2NS(=O)(=O)c2ccc(F)cc2)cc1S(=O)(=O)N1CCCCC1	-20	95*	-5	43	0	4	0	28*
CC[C@](C)(O)c1cc2ccccc2c(=O)o1	-4	-0.3	-5	-7	-2	4	-1	-1
CC(C)(C)C1=Nn2c(nnc2-c2ccccc2F)SC1	-1	-1.0	-2	1	-5	-6	-1	1
O=C1CC(N2CCCc3ccccc32)C(=O)N1c1ccccc1 (stereo not given)	-10	1.4	5	-6	-1	10	-1	-1
CCCCc1ccc(NC(=O)C2CCCC2)cc1	5	9.9	-13	-35	-6	-2	-2	0
Cc1ncc(S(=O)(=O)c2ccc(Cl)cc2)c(N)n1	-8	-1.4	4	4	-9	6	-3	-1
CC(C)(C)c1nnc(NC(=O)Cc2ccc(Br)cc2)s1	-17	-0.1	6	1	3	3	4	-3
C/C(=N/OC(=O)c1c(-c2c(Cl)cccc2Cl)noc1C)c1cnccn1	10	-0.5	-3	-10	-3	4	2	0
Cc1cccc2sc(NNC(=O)c3ccc(S(=O)(=O)N4CCc5ccccc5C4)cc3)nc12	-4	4.4	5	-4	4	16	1	6
CCc1nnc(NC(=O)C(CC)CC)s1	12	0.1	-12	-4	-3	9	0	1
Nc1cccc(CN2CCCC2)c1	-5	-0.3	-5	-9	-15	2	-5	-5
CCOC(=O)N1CCN(C(=O)COc2ccc3ccccc3c2Br)CC1	52*	0.4	-10	3	-3	-1	7	0
CCOCCCNC(=O)C(c1ccc(C)cc1)N(Cc1ccc2c(c1)OCO2)C(=O)CNC(C)=O (stereo not given)	3	-0.4	5	-5	-1	12	-1	2
CC(=O)c1nc(N2C(=O)CC(Cc3ccc(C)cc3)C2=O)sc1C (stereo not given)	-3	0.5	4	-4	-12	10	-6	3
O=C(COc1ccc(Cl)cc1)N1N=C(c2cccs2)CC1c1ccco1 (stereo not given)	9	-0.2	-1	4	x	7	x	1
COc1cc([N+](=O)[O-])c2nccnc2c1	1	-1.3	-6	-8	-8	5	-2	-1
Cn1c(N)c(C(=O)COC(=O)CC2CC3CCC2C3)c(=O)n(C)c1=O (stereo not given)	-4	0.9	-9	3	-9	-6	-1	0
COc1ccc(C(=O)N/C(=C\c2ccccc2)C(=O)NCCCn2ccnc2)cc1	0	-1.0	3	-26	-6	5	-3	0
CN(C)C(=O)CSc1nnc(CCN)o1	8	-1.3	-3	-4	0	-13	0	-1
COc1cccc(-c2cc(C(=O)Nc3ccn(Cc4ccc(C)cc4)n3)no2)c1	28	2.4	2	0	-2	16	2	1
CCCCN(CC(=O)NC1CC1)S(=O)(=O)c1ccc(OCC)cc1	-4	-0.2	0	-2	-11	6	-3	0
O=C1CCCS(=O)(=O)c2ccccc21	-5	-0.3	-3	1	-11	13	-4	-1
COc1ccc(CCNC(=O)CN(C2CCCCC2)S(C)(=O)=O)cc1	-3	-0.9	-13	-6	-9	4	-3	-1
